High-throughput results from PubChem BioAssay.
CHO-K1 Ca PAM: M1 PAM counterscreen hit in parental CHO-K1 cells. activation, % at 3 µM. AID 602247. 360,000 compounds, 0.02% hits. ATP EC20, Fluo-8 calcium fluorescence; 0% at ATP EC20, 100% at ATP max;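 active means activation above the run cutoff, the mean activation of all test compounds plus 3 SD, cut at about 40% in these data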;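 further: peak over basal fluorescence ratio in a 140 s read after ATP addition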
M1 ag parental: nonselective activator or artifact in parental CHO-K1 cells. Fluo-8 calcium fluorescence; scaled to maximal ATP response, vehicle zero. activation, % at 3 µM. 360,000 compounds, 0.48% hits. AID 602248; in the data active means activation above about 15%;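 further: untransfected CHO-K1 host cells lacking M1 receptor as counterscreen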
OXTR potentiate: potentiators of human oxytocin receptor; P30559; CHO-OTR cells, Fluo-8 calcium fluorescence, potentiator mode; 0% = oxytocin EC15, 100% = EC100; activation, % at 3 µM; 320,000 compounds, 0.061% hits;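 active means activation above that plate's cutoff, the mean activation of tested compounds plus 3 SD, cut at about 6.6% in these data, passing the limit was not always enough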;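 further: 100% uses oxytocin at 75 nM as the full agonist control; some results filed as inactive read as strong as hits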
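System: human OTR in CHO cells; Also added: sub-maximal oxytocin, roughly EC15; Timing: compound 6 min at room temperature before oxytocin, 100 s read; Technique: Fluo-8 intracellular calcium fluorescence, ex 470-495, em 515-575 nm; Controls: oxytocin EC15 low and EC100 high; Replication: singlicate.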
M1 antag: blocks human M1 muscarinic receptor; P11229; CHO-K1 hM1, Fluo-8 calcium fluorescence, ACh EC80 antagonist; inhibition, % at 3 µM; 360,000 compounds, 1.3% hits; AID 588852;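 active means percent inhibition above its own plate's cutoff, namely the mean of that plate's compound wells plus 3 SD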;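 further: peak over basal fluorescence ratio during 140 s after agonist addition; 0% = ACh EC80 plus DMSO and 100% = DMSO alone without agonist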
Target sequence (P11229 whole entry, looked up): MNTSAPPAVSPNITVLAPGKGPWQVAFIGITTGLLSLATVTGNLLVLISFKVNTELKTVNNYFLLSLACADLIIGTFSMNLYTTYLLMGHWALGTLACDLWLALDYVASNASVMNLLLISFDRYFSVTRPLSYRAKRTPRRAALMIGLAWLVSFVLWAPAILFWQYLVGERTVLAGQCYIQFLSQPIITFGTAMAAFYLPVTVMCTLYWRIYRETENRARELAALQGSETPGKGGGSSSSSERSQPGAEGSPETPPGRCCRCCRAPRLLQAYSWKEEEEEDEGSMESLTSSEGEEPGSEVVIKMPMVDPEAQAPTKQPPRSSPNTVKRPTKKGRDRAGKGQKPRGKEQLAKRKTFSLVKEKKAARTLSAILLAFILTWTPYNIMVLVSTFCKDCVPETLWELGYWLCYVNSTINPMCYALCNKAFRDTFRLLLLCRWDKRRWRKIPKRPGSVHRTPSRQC
CHO parental Ca: counter-screen: ATP calcium response change in parental CHO cells; parental CHO-K1, ATP-induced calcium, Fluo-8 fluorescence; inhibition, % at 5.6 µM; 330,000 compounds, 0.63% hits;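 active means inhibition above that plate's mean sample inhibition plus 3 SD, cut at about 26% in these data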;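 further: 0% = ATP-challenged DMSO wells and 100% = DMSO wells without ATP; some compounds past the cut are filed as inactive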
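Assay system – parental CHO cells · Reagent – ATP stimulus · Detection – intracellular calcium via Fluo-8 no-wash fluorescent dye · Evaluation – percent inhibition of ATP-evoked calcium rise, normalized to controls · Controls – ATP wells versus no-ATP DMSO wells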
TAAR1 agonist: human TAAR1 agonism; activation, % at 3 µM; CHO RD-HGA16 TAAR1, Fluo-8 calcium fluorescence; vehicle wells 0%, saturating PEA agonist 100%; 360,000 compounds, 0.99% hits; Q96RJ0;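 active means activation above the mean activation of all test compounds in the run plus 3 SD, cut at about 38% in these data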
Target sequence (Q96RJ0 whole entry, looked up): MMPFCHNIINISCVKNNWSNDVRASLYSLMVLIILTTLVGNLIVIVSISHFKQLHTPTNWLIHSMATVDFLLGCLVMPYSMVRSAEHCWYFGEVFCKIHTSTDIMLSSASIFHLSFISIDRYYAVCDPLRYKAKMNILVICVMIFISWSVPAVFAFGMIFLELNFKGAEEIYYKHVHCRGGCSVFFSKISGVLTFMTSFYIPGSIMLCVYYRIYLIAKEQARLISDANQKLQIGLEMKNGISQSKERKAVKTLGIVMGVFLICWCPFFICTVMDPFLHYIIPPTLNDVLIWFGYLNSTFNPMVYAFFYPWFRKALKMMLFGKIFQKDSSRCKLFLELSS
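System: CHO RD-HGA16 cells carrying human TAAR1 plus Gα16; Incubation: 17-24 h seeding, 75 min 37 °C dye, 30 min RT; Measured by: Fluo-8 fluorescence, 5 s baseline then 140 s kinetic read; Control set: DMSO and PEA EC100; Replication: single well for each compound.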
CHRM1 agonist: activates human CHRM1 receptor; 360,000 compounds, 0.33% hits; activation, % at 3 µM; AID 588814; P11229; CHO-K1 hM1, Fluo-8 calcium fluorescence, agonist mode; 0% DMSO, 100% acetylcholine EC100;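 active means activation above the run's mean compound activation plus 3 SD, cut at about 16% in these data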;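 further: peak over basal fluorescence ratio within a 140 s kinetic read after compound addition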
TAAR1 antag: human TAAR1 antagonism. Q96RJ0. CHO RD-HGA16 TAAR1, Fluo-8 calcium fluorescence, antagonist. inhibition, % at 3 µM. 360,000 compounds, 1.5% hits;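 active means inhibition above a per-plate cutoff, the mean inhibition of test compounds on that plate plus 3 SD, cut at about 49% in these data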;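 further: 0% = DMSO plus EC80 beta-PEA response and 100% = DMSO alone without agonist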
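Test system: CHO RD-HGA16 cells bearing hTAAR1 | Reagent: β-PEA, EC80 | Compound dosing: 3 µM, single point | Schedule: Dye loading 75 min at 37 °C, then 30 min room temperature | Signal: Calcium fluorescence with Fluo-8 | Evaluation: Percent inhibition of PEA-evoked calcium signal, max/basal emission ratio | Control set: DMSO-only wells and EC80 β-PEA-stimulated wells | Repeats: Singlicate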
CHO-K1 Ca antag: M1 antagonist counterscreen hit in parental CHO-K1 cells | ATP-induced calcium, Fluo-8 fluorescence | inhibition, % at 3 µM | 360,000 compounds, 0.6% hits | AID 602250;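 active means inhibition above a per-plate cutoff, the plate's mean sample inhibition plus 3 SD, cut at about 24% in these data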;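 further: 0% = DMSO plus EC80 ATP and 100% = DMSO alone without ATP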
Starred values were filed as active, the others as inactive; x = not tested or not shown. Compounds were not picked by outcome; about 4.2% have a hit in one of these screens.

(1) O=C(NCCN1CCOCC1)c1ccc2c(c1)N(Cc1ccccc1)C(=O)CS2
(2) CCOC(=O)c1cnn(-c2ccc(C(F)(F)F)cn2)c1N
(3) O=C(CSCc1ccc(Cl)cc1)NN=C1CCCCCC1
(4) CCOC(=O)CCn1nc(-c2ccc(C)cc2)c2ccccc2c1=O
(5) CCOC(=O)C1(C)CCCN(C(=O)c2cccs2)C1 (stereo not drawn)

screen / no.	1	2	3	4	5
CHO-K1 Ca PAM	6	15	-10	0	23
M1 ag parental	0.1	0.4	0.1	0.1	1.3
OXTR potentiate	1	6	-7	3	x
M1 antag	30*	-10	-2	-3	-5
CHO parental Ca	0	-7	-14	0	x
TAAR1 agonist	2	3	5	4	2
CHRM1 agonist	-8	-5	-8	-4	-4
TAAR1 antag	7	-16	4	-14	-20
CHO-K1 Ca antag	-10	-20	4	-7	-5

Next section; it opens with the 3 that closed the last part.
(3) O=C(CSCc1ccc(Cl)cc1)NN=C1CCCCCC1
(4) CCOC(=O)CCn1nc(-c2ccc(C)cc2)c2ccccc2c1=O
(5) CCOC(=O)C1(C)CCCN(C(=O)c2cccs2)C1 (stereo not drawn)
(6) CC(OC(=O)c1ccc2ncsc2c1)C(=O)Nc1cccc(Cl)c1 (stereo not drawn)
(7) COc1ccc(/C=C2\Sc3ccc(C(=O)N4CCCC4)cc3N(C)C2=O)cc1OC
(8) COc1ccc(NCc2cccnc2)cc1
(9) Cc1nc(SCC(N)=O)[nH]c(=O)c1CCC(C)C
(10) N#CC(C#SN)=C1CCCCC1

screen / no.	3	4	5	6	7	8	9	10
CHO-K1 Ca PAM	-10	0	23	-5	-3	14	23	19
M1 ag parental	0.1	0.1	1.3	0.1	3.5	0.3	1.0	0.2
OXTR potentiate	-7	3	x	-5	8	1	-3	-12
M1 antag	-2	-3	-5	32*	-11	-17	-8	-8
CHO parental Ca	-14	0	x	-8	-22	-8	-2	-3
TAAR1 agonist	5	4	2	0	x	4	4	5
CHRM1 agonist	-8	-4	-4	-4	3	-1	-4	-5
TAAR1 antag	4	-14	-20	-20	x	1	14	11
CHO-K1 Ca antag	4	-7	-5	9	3	-7	-19	-9

(11) COc1cccc(NC(=O)N(CCCN2CCOCC2)C(C)c2cc3ccccc3o2)c1 (stereo not drawn)
(12) O=C(c1cccs1)N1CCN(c2ccc([N+](=O)[O-])cc2F)CC1
(13) COc1ccc(CCN2CC(C(=O)NCCN3CCNC3=O)CCC2=O)cc1 (stereo not drawn)
(14) CCOc1ccc(S(=O)(=O)NCCC(=O)N(CC)CC(=O)Nc2c(F)cccc2F)cc1
(15) CC(=O)C1(C)OC(N)=C(C#N)C(c2ccccc2)C1(C#N)C#N (stereo not drawn)

screen / no.	11	12	13	14	15
CHO-K1 Ca PAM	13	-10	9	6	22
M1 ag parental	-0.5	11	0.2	0.1	1.5
OXTR potentiate	-8	-18	-6	-1	-1
M1 antag	-7	7	-6	-12	13
CHO parental Ca	-14	-7	-14	-8	3
TAAR1 agonist	4	8	1	0	6
CHRM1 agonist	-6	-4	-2	-2	-1
TAAR1 antag	-12	0	4	-18	3
CHO-K1 Ca antag	-8	5	-8	-2	-9

(16) O=c1[nH]nc(SCc2nnc(-c3cccc(Cl)c3)o2)n1C1CCCCC1
(17) COc1ccc(CNC(=O)CSc2ncnc3nc[nH]c23)cc1
(18) CC1(C)Cc2c(c(-c3ccccc3Cl)[nH]c(=O)c2C#N)CO1
(19) O=c1cc(Cl)[nH]c(=O)n1CCNc1ncc(C(F)(F)F)cc1Cl
(20) O=C(C1CCC(Cn2c(=S)[nH]c3ccccc3c2=O)CC1)N1CCN(c2ccccc2)CC1 (stereo not drawn)

screen / no.	16	17	18	19	20
CHO-K1 Ca PAM	12	3	6	-7	12
M1 ag parental	4.3	0.5	-0.5	2.9	1.2
OXTR potentiate	-13	-8	-6	-6	-20
M1 antag	15	-16	-18	3	7
CHO parental Ca	-40	-14	-5	-7	-3
TAAR1 agonist	5	7	1	7	20
CHRM1 agonist	0	-1	-3	1	-1
TAAR1 antag	-9	-3	-21	-12	-5
CHO-K1 Ca antag	-13	-2	1	6	-7

(21) CCCCCNC(=O)CSC1=N/C(=C\c2ccc(Cl)c(Cl)c2)C(=O)N1CC
(22) C[C@H]1CN([C@@H](C)CO)C(=O)c2cc(Br)cnc2O[C@H]1CN(C)C(=O)C1CC1
(23) O=C(CN1CCC(C(=O)c2ccc3c(c2)OCCO3)CC1)NC1CCCC1
(24) CC1C(=O)N2CCCc3cc(S(=O)(=O)NCCc4ccccc4)cc1c32 (stereo not drawn)
(25) O=C1CN(C(=O)COC(=O)c2cccc(S(=O)(=O)NCc3ccccc3)c2)c2ccccc2N1

screen / no.	21	22	23	24	25
CHO-K1 Ca PAM	-2	9	0	4	24
M1 ag parental	0.0	0.1	0.3	9.3	2.7
OXTR potentiate	-5	x	-3	-4	-14
M1 antag	1	-10	-2	18	11
CHO parental Ca	-14	x	-27	-19	-17
TAAR1 agonist	16	1	9	52*	11
CHRM1 agonist	-2	-2	-5	1	-2
TAAR1 antag	0	-7	0	-4	15
CHO-K1 Ca antag	2	-5	-3	-6	-14

(26) CN1CCN(C(=O)/C=C/c2ccc(C#N)cc2)CC1
(27) COc1ccc(CN(C)C(=O)c2[nH]c(C)c(C(C)=O)c2C)c(OC)c1OC
(28) O=C(NCc1ccccc1)/C(=C/c1ccc(OC(F)F)cc1)c1ccccc1
(29) CC(NC(=O)Cc1cccs1)c1ccccc1 (stereo not drawn)
(30) Cc1cccc2c1CC(C)(C)NC2=C(C#N)C#N

screen / no.	26	27	28	29	30
CHO-K1 Ca PAM	4	-4	4	14	11
M1 ag parental	0.9	12	0.5	0.6	1.4
OXTR potentiate	0	-13	-10	-10	-10
M1 antag	-6	-9	-6	-4	7
CHO parental Ca	10	1	-16	1	-10
TAAR1 agonist	3	3	2	1	1
CHRM1 agonist	-3	0	-6	-7	-5
TAAR1 antag	-9	7	24	10	16
CHO-K1 Ca antag	-5	-4	-13	-7	-1

Continued, starting with the last 2 of the part before.
(29) CC(NC(=O)Cc1cccs1)c1ccccc1 (stereo not drawn)
(30) Cc1cccc2c1CC(C)(C)NC2=C(C#N)C#N
(31) CCCNC(=S)N1CCC(C(=O)c2ccc3c(c2)OCCO3)CC1
(32) CCOc1ccc(/C=N/OC(C)C(=O)NCc2ccc3c(c2)OCO3)cc1 (stereo not drawn)
(33) Cc1cc(C)nc(-n2nc(C)cc2NC(=O)COC(=O)CCC(=O)c2cccs2)n1
(34) CC(C)(C)OC(=O)N1CCC(C(=O)Nc2ccc(C(=O)N3CCOCC3)cc2)CC1
(35) O=C(O)CCCCCn1c(SCC(=O)c2ccc(O)c(O)c2)nc2ccsc2c1=O

screen / no.	29	30	31	32	33	34	35
CHO-K1 Ca PAM	14	11	6	10	-3	-5	-7
M1 ag parental	0.6	1.4	6.6	2.0	0.3	-0.3	-0.6
OXTR potentiate	-10	-10	-6	5	-5	-2	-1
M1 antag	-4	7	-4	10	-20	-2	-1
CHO parental Ca	1	-10	-16	-14	-18	-1	-7
TAAR1 agonist	1	1	14	1	-1	3	2
CHRM1 agonist	-7	-5	0	-3	-4	-3	-4
TAAR1 antag	10	16	1	-7	2	5	-23
CHO-K1 Ca antag	-7	-1	-8	1	8	3	2

(36) C/C(N)=C(/C#N)C(=O)CSc1nc2cc(Cl)ccc2c(=O)n1-c1ccc(C)cc1
(37) N/C(=N\OC(=O)N1CCOCC1)c1ccc(Cl)cc1
(38) CN1CCc2nc(SCC(=O)Nc3ccc(Cl)cc3)c(C#N)cc2C1
(39) C[C@H](CO)N1C[C@H](C)[C@@H](CN(C)C(=O)c2ccccc2)OCc2cnnn2CCCC1=O
(40) CC(C)(C)c1ccc(S(=O)(=O)N2CCN(CCC#N)CC2)cc1

screen / no.	36	37	38	39	40
CHO-K1 Ca PAM	13	20	9	24	5
M1 ag parental	1.1	-0.2	0.1	1.0	0.6
OXTR potentiate	-5	-7	-8	x	-10
M1 antag	0	-4	8	-5	-12
CHO parental Ca	-8	-9	-7	x	-1
TAAR1 agonist	0	4	3	3	0
CHRM1 agonist	-2	-5	-6	-4	2
TAAR1 antag	2	-15	-7	-5	11
CHO-K1 Ca antag	-6	-2	-11	-8	-5

(41) COc1ccc(N(CC(=O)NC2CCS(=O)(=O)C2)S(=O)(=O)c2cc(C)ccc2C)cc1 (stereo not drawn)
(42) CC(OC(=O)c1ccc(S(=O)(=O)N(C)c2ccccc2)cc1)C(=O)NCCC1=CCCCC1 (stereo not drawn)
(43) O=C(O)c1ccc(Nc2nc3ccccc3nc2NS(=O)(=O)c2cccs2)cc1
(44) CCN(CC)S(=O)(=O)c1ccc(C(=O)NC(=S)N2CCCCC2C)cc1 (stereo not drawn)
(45) CC1(C(=O)NS(=O)(=O)c2cccc(Cl)c2)CCN1C(=O)CCc1cccs1 (stereo not drawn)

screen / no.	41	42	43	44	45
CHO-K1 Ca PAM	15	6	7	24	-9
M1 ag parental	0.6	0.8	0.0	0.8	-0.7
OXTR potentiate	-6	-2	-6	x	x
M1 antag	6	12	1	-17	-2
CHO parental Ca	2	-30	4	x	x
TAAR1 agonist	4	2	2	5	0
CHRM1 agonist	-5	-12	-2	-4	-3
TAAR1 antag	-5	27	-18	-5	-10
CHO-K1 Ca antag	-12	2	5	-22	5

(46) CCOc1ccc(C(C)=O)cc1N1C(=O)C2C3C=CC(O3)C2C1=O (stereo not drawn)
(47) Cc1oc2ccc(OCc3ccc(F)cc3)cc2c1C(=O)O
(48) COc1cc(NC(C)CCCN)c2nc(C)ccc2c1Oc1ccc(F)cc1 (stereo not drawn)
(49) O=C(CCC(=O)N1CCN(c2ccccc2F)CC1)c1ccc(Cl)s1
(50) COC(=O)C1=C(C)N(C(C)C)C(=O)C1(NC(C)=O)C(F)(F)F (stereo not drawn)
(51) COc1ccc(C(CNC(=O)c2c(C)nn(Cc3ccc(C)cc3)c2Cl)N2CCOCC2)cc1 (stereo not drawn)
(52) CC(=O)Nc1c(Cl)n(C(C)=O)c2ccccc12

screen / no.	46	47	48	49	50	51	52
CHO-K1 Ca PAM	16	4	14	5	10	-5	13
M1 ag parental	0.3	0.2	0.9	-0.2	0.3	2.5	1.0
OXTR potentiate	-6	-10	x	-1	-3	0	-1
M1 antag	-3	0	-14	-8	-13	10	-5
CHO parental Ca	-8	-1	x	-20	2	-26	-18
TAAR1 agonist	x	-1	3	-1	16	6	6
CHRM1 agonist	-4	-1	-5	-2	-1	-3	-5
TAAR1 antag	x	-14	-15	-4	3	20	0
CHO-K1 Ca antag	-4	-4	-3	-5	-8	1	-9
